PrPC TRFRET = inhibitors of human cell surface prion protein PrPC, primary screen, cell-based, TR-FRET | 370,000 tested, 0.43% active | inhibition, % at 13.8 µM | Major prion protein (Homo sapiens), P04156 | TR-FRET read-out | AID 720596, 2013; in the data active means inhibition above about 24%; further: 0% = median of the test wells and 100% = reference compound wells
CCHFV vOTU inh = CCHFV vOTU protease inhibitors, primary screen, biochemical, Pep-AMC substrate, fluorescence; Crimean-Congo hemorrhagic fever virus L polyprotein viral ovarian tumor (vOTU) protease …; inhibition, % at 11.5 µM; 370,000 tested, 0.55% active; AID 651958, 2012; in the data active means inhibition above about 30%; further: 0% = vehicle wells with enzyme and 100% = no enzyme wells
BoNT-A LC inh2 = BoNT/A light chain protease inhibitors, primary screen, biochemical, flow cytometry, MLPCN library. multiplex microsphere protease substrate cleavage. inhibition, % at 10 µM. 360,000 tested, 0.17% active; further: plate controls were buffer without enzyme for full effect and enzyme alone for no effect
PriA SSB inh = inhibitors of Klebsiella pneumoniae PriA binding to SSB C-terminal tail, primary screen, biochemical, AlphaScreen; PriA–SSB C-terminal tail interaction (Klebsiella pneumoniae); AlphaScreen SSBct-PriA binding, biotinylated peptide; inhibition, % at 33 µM; 430,000 tested, 0.6% active; in the data active means inhibition mostly above about 37%, no sharp cut-off; inactive means mostly below about 20%;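 further: plate controls were negative control peptide for no effect and reference peptide for full effect; strong numbers were not always called active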
Anthrax LF prot = Bacillus anthracis LF protease inhibitors, primary screen, biochemical, multiplex microsphere, MLPCN library | inhibition, % at 10 µM | 360,000 tested, 0.12% active | AID 588501, 2011 | Lethal factor (Bacillus anthracis), P15917 | multiplex microsphere protease cleavage assay; further: plate controls were buffer without enzyme for full effect and enzyme alone for no effect
Rv3671c inh = Rv3671c serine protease inhibitors, primary screen, biochemical, fluorescence polarization, M. tuberculosis H37Rv; P9WHR9; inhibition, % at 5.96 µM; 320,000 tested, 0.048% active; in the data active means inhibition above about 38%;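 further: extracellular domain of Rv3671c used as enzyme; 0% = enzyme with DMSO and 100% = no enzyme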
Target sequence (P9WHR9 whole entry, looked up, the tested form may be a part): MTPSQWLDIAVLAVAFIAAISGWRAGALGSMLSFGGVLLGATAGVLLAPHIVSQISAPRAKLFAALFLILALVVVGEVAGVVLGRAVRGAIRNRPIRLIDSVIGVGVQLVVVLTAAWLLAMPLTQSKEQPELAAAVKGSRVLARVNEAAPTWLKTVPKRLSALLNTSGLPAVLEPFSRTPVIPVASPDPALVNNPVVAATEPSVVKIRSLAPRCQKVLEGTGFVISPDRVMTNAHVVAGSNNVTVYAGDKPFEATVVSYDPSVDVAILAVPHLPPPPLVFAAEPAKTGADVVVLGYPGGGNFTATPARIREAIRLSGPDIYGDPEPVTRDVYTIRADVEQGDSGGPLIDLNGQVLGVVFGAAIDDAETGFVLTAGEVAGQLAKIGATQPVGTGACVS
BoNT F protease = BoNT/F light chain protease inhibitors, primary screen, biochemical, flow cytometry, MLPCN library | Botulinum neurotoxin type F light chain protease (Clostridium botulinum) | Multiplex microsphere protease cleavage assay | inhibition, % at 10 µM | 360,000 tested, 0.22% active; in the data active means inhibition above about 35%, passing the limit was not always enough; inconclusive means no clear call, values can overlap the other calls; further: plate controls were buffer without enzyme for full effect and enzyme alone for no effect
MazEF act = activators of E. coli MazEF toxin-antitoxin RNase, primary screen, biochemical, fluorescence, uHTS. FAM/BHQ RNA-DNA oligo cleavage fluorescence, 5 h. 350,000 tested, 0.32% active. Endoribonuclease toxin MazF (Escherichia coli (strain K12)), P0AE70. activation, % at 20 µM; in the data active means activation above about 50%
Target sequence (P0AE70 whole entry, looked up): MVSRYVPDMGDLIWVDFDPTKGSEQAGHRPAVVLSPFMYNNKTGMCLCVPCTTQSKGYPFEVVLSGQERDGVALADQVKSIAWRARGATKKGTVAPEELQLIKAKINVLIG
SARS 3CLpro inh = SARS-CoV 3CLpro protease inhibitors, primary screen, biochemical, quenched FRET | Replicase polyprotein 1ab (Severe acute respiratory syndrome coronavirus), P0C6X7 | recombinant SARS-CoV 3CLpro, quenched FRET peptide cleavage | inhibition, % at 6 µM | 290,000 tested, 0.14% active | AID 1706, 2009; in the data active means inhibition above about 12%
VHR inh abs = VHR1 phosphatase inhibitors, primary screen, biochemical, absorbance, uHTS; recombinant VHR phosphatase, pNPP absorbance; 290,000 tested, 0.52% active; inhibition, % at 13.3 µM; Dual specificity protein phosphatase 3 (Homo sapiens), P51452; in the data active means inhibition above about 50%; further: some compounds called inactive have numbers as strong as hits
Target sequence (P51452 whole entry, looked up): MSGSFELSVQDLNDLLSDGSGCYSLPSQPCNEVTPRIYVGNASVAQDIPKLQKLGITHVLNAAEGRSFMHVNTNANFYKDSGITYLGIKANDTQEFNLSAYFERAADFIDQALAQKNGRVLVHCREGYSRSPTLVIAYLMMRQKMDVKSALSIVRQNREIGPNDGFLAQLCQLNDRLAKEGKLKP
* = called active by the depositor; u = inconclusive; x = not tested or not shown. Unless noted, no stated cut-off is given here; in the data, active means inhibition above about 30%; inconclusive means no clear call, values can overlap the other calls; inactive means below that.

The line under a structure holds: PrPC TRFRET	PriA SSB inh	BoNT-A LC inh2	MazEF act	CCHFV vOTU inh	Rv3671c inh	SARS 3CLpro inh	BoNT F protease	VHR inh abs	Anthrax LF prot
#1 CCOC(=O)c1c(N)sc(C(=O)N2CCCC(C(N)=O)C2)c1C (configuration not stated)
    0	-16	0.2	-2	-7	-9	-8	-12	x	-2
#2 CCn1c(SCC(=O)O)nnc1-c1cc2c(C)nn(-c3ccccc3)c2s1
    8	-9	0.6	-21	-6	-1	-6	9	-7	0
#3 Cc1c(N=CN2CCOCC2)c(=O)n(C)c(=O)n1C
    2	-1	-0.1	12	3	-3	-5	-12	9	1
#4 O=C(C1CCOCC1)N1CCCC(N2CCN(c3cccc(Cl)c3)CC2)C1 (configuration not stated)
    5	-2	-2.2	6	-7	-2	-9	0	6	-3
#5 Fc1ccc(NC(=S)N2CCN(C/C=C/c3ccccc3)CC2)c(F)c1
    11	9	0.3	-3	6	-4	2	-5	47	-4
#6 COCc1[nH]nc2c1C1(CCC3(CC1)OCCO3)C(C#N)=C(N)O2
    2	-1	-1.1	1	-3	8	2	4	18	-4
#7 O=C(C1=C(O)C(=O)N(CCN2CCOCC2)C1c1cccnc1)c1cc2ccccc2o1 (configuration not stated)
    1	-10	-1.0	-10	8	2	3	-4	-11	-3
#8 COc1ccc(-c2nc(CS(=O)(=O)CC(=O)NCCc3ccc(C)cc3)c(C)o2)cc1
    -1	-13	0.4	-4	2	10	9	-5	6	-1
#9 O=C(CCN1C(=O)/C(=C/c2cccs2)SC1=S)NNC(=O)c1cccc(O)c1
    1	-1	1.8	97*	-4	-35	3	-2	-4	-1
#10 Cc1cc(-c2nnc(SCC(=O)Nc3ccccc3Cl)n2C)no1
    7	-7	-0.9	6	-9	8	2	u	14	-22
#11 CCC(C)NC(=O)CSc1n[nH]c(-c2cc(Cl)ccc2OC)n1 (configuration not stated)
    -2	13	0.3	-6	2	-9	-1	-6	34	-3
#12 O=C(COc1ccc(Cl)cc1)Nc1nnc(C2=COCCO2)o1
    1	-2	-0.4	8	9	1	3	-2	36	4
#13 COc1cc(OC)cc(-n2nnnc2SCC(=O)N2CCCC2)c1
    0	4	-0.9	0	17	-5	5	-15	2	-5
#14 Cc1cccc(N2CCN(C(=O)c3cn(C)c(=O)c4c3c3ccccc3n4C)CC2)c1C
    x	8	0.0	-9	x	-5	1	0	4	-3
#15 O=C(c1cc(-c2ccccc2)nc2ccccc12)N1CCN(c2ccccc2O)CC1
    4	12	-5.2	2	17	0	9	-17	16	-3
#16 COc1ccc(N2CCN(C(=O)c3cc4c(s3)-c3ccccc3S(=O)(=O)C4)CC2)cc1
    -2	5	-0.9	-1	9	0	-4	-20	16	-3
#17 CC(NC(=O)CSc1nc2ccccc2c(=O)[nH]1)c1ccccc1 (configuration not stated)
    8	-9	-0.5	10	8	4	5	4	14	2
#18 COC(=O)c1cc(NC2c3ccccc3C(=O)N2CCN2CCOCC2)cc(C(=O)OC)c1 (configuration not stated)
    1	-12	-0.1	2	-3	5	-2	3	25	-8
#19 COc1cccc(CN2CCCC(C(=O)c3ccccc3SC)C2)c1O (configuration not stated)
    -6	12	-0.7	17	4	2	8	-1	10	1
#20 Cn1cnnc1SCC(=O)Nc1ccc2nc(SCc3cccc4ccccc34)sc2c1
    9	5	0.7	-7	0	-36	-1	-7	35	4
#21 CC1(C)CC(=O)C=C(OC(=O)c2ccc(Cl)cc2)C1
    0	9	1.0	-9	-2	5	4	5	7	-2
#22 CCOC(=O)c1oc2nc3c(cc2c1N)COC(C)(C)C3
    -4	-10	0.3	5	-41	-2	-3	-2	-13	1
#23 CCOC(=O)c1c(NC(NC(=O)C(C)C)C(Cl)(Cl)Cl)sc2c1CCC2 (configuration not stated)
    2	2	4.1	-11	2	-4	0	47*	2	-4
#24 COC(=O)c1c(C)noc1-c1ccc(Cl)cc1
    -3	-36	u	7	-7	-2	-2	u	19	-7
#25 CC(C)Cn1cnc2c(SCc3ccccc3)nc(N)nc21
    -4	-6	-1.0	2	-4	x	x	-10	x	6
#26 CCCn1c(N)c(C(=O)CN(C)CC(=O)Nc2ccccc2C(F)(F)F)c(=O)[nH]c1=O
    -4	-12	1.1	6	0	2	x	-2	x	-2
#27 COc1cc2nc(SCc3ccc(Cl)cc3Cl)n(Cc3cccs3)c(=N)c2cc1OC
    5	0	0.4	-7	-2	-39	4	-1	16	-4
#28 CCCCN(C(=O)c1cc(=O)[nH]c2ccccc12)c1c(N)n(CCCC)c(=O)[nH]c1=O
    -4	-15	-2.8	-3	14	0	5	-2	19	0
#29 CCOC(=O)c1cc(=O)[nH]c2ccccc12
    3	0	-0.3	3	0	13	-6	-1	21	-6
#30 COc1ccc(Sc2nc(-c3ccccc3)ncc2C(=O)O)cc1
    9	-17	-0.8	-16	5	-1	4	0	20	-3
#31 C/C(=N/n1cnnc1)c1cccnc1
    -7	x	0.8	-1	-8	-2	1	3	-10	-9
#32 Cc1cccc(OCC(=O)Nc2ccccc2C(=O)N2CCOCC2)c1
    -7	-4	-0.6	0	-2	12	-2	0	-4	0
#33 O=C(N/N=C/c1c[nH]c2ccccc12)c1ccccc1
    0	x	1.1	10	12	2	-4	-27	-4	-1
#34 COc1ccc(CCNC(=O)COC(=O)CCC(=O)c2ccc(F)cc2)cc1
    5	-2	0.2	-10	-5	-6	1	-6	11	0
#35 CCc1nc2cc([N+](=O)[O-])c([N+](=O)[O-])cc2[nH]1
    -31	9	0.2	3	-2	13	-3	-2	5	-4
#36 CCCC(C)NS(=O)(=O)c1ccccc1 (configuration not stated)
    0	-5	-1.7	-2	-8	-4	4	-1	9	-2
#37 COc1ccc(C2NC(=S)NC3=C2CCc2cc(OC)ccc23)cc1 (configuration not stated)
    4	9	-0.2	4	0	1	-1	-7	15	-3
#38 C=CCSc1nnc(NC(=O)c2cccc(S(=O)(=O)N(C)c3ccccc3)c2)s1
    -5	-12	-0.5	-4	6	-11	-7	-2	8	3
#39 CCCC(C)C1C(C#N)=C(N)Oc2c1c(=O)oc1ccccc21 (configuration not stated)
    -4	-1	0.6	6	11	1	3	u	4	0
#40 COc1ccccc1NS(=O)(=O)c1ccc2oc(SCc3ccc(F)cc3)nc2c1
    -6	-21	-0.2	-1	5	-27	-2	-6	-10	1
#41 Cc1nc2c(N)nn(C)c2nc1C
    -4	x	0.1	3	11	x	x	-10	x	-2
#42 CCOc1cc(C(=O)OCc2cc(=O)n3c(C)csc3n2)ccc1OC
    0	-5	3.6	1	-2	2	x	4	x	2
#43 COc1ccc(CC(=O)Nc2c3c(nn2-c2ccccc2C)CS(=O)C3)cc1 (configuration not stated)
    4	-23	-0.1	-1	-3	-4	0	0	26	0
#44 O=C(c1ccccc1)c1ccc(OCC(O)CNCc2cccc(Cl)c2)cc1 (configuration not stated)
    0	-12	-1.1	1	3	x	2	-32	28	-14
#45 O=C(Cn1cncc1-c1ccc([N+](=O)[O-])cc1)Nc1ccccc1F
    -17	-13	0.3	7	-8	-4	1	-10	-7	0
#46 Cc1ccc(CCNC(=O)C2CCC(CNc3c(N4CCCC4)c(=O)c3=O)CC2)cc1 (configuration not stated)
    -3	-9	-0.2	12	0	-2	0	-6	29	-1
#47 Cc1cc(C)c(NC(=O)C(C)Sc2nc3ccc(N4C(=O)c5ccccc5C4=O)cc3s2)c(C)c1 (configuration not stated)
    -4	-15	u	5	-6	-2	1	0	3	-2
#48 CC(=O)C1=C(C)NC(SCC(N)=O)=C(C#N)C1c1cccnc1 (configuration not stated)
    3	-15	-1.6	3	5	-57	3	-28	14	-1
#49 CS(=O)(=O)N1CCc2cc(S(=O)(=O)Nc3ccc4oc5c(c4c3)CCCC5)ccc21
    8	7	-1.1	-7	7	-17	3	-9	7	-2
#50 COc1cccc(NC(=O)CN2CCN(c3ccccc3F)CC2)c1
    8	-5	0.1	7	12	-8	-2	-12	3	-2
#51 O=C(CNC(=O)c1ccccc1F)N/N=C/c1cn[nH]c1-c1ccccc1
    -7	x	-0.2	-2	-4	-5	0	-2	-2	-1
#52 CC(C)N(Cc1cnn(C)c1)C(=O)c1ccc(OC2CCN(Cc3ccccn3)CC2)cc1
    -4	2	0.0	14	-5	0	3	0	57*	1
#53 CCCSc1nc(SCC(=O)NCc2ccccc2)c2c3c(sc2n1)COC(C)(CC)C3 (configuration not stated)
    -1	-19	u	1	3	-11	5	u	5	u
#54 O=C(CSc1nnnn1C1CCCC1)Nc1ccc2c(c1)OCO2
    12	-24	-1.9	-13	-15	6	-6	-13	-8	-3
#55 COc1ccccc1N1CCN(C(=O)c2ccc(NC3=NC4CS(=O)(=O)CC4S3)cc2)CC1 (configuration not stated)
    0	-13	-0.3	-1	-3	2	-5	-5	25	-2
#56 S=C(NCc1cccnc1)Nc1ccc(Cl)cc1Cl
    -8	9	-0.2	-2	-9	5	6	0	17	-7
#57 CC(C)c1ccc(NC(=O)c2ccccc2NC(=O)C2CCCCC2C(=O)O)cc1 (configuration not stated)
    -1	-5	-0.3	7	3	x	8	u	15	15
#58 COc1ccc2c(CC(=O)OCC(=O)Nc3cc(C)c(C)cc3[N+](=O)[O-])coc2c1
    -7	-1	-1.0	-3	-15	-1	-8	-3	-2	0
#59 Cc1cc(C)nc(Sc2ccc(/C=C(\C#N)C(=O)Nc3ccccc3)o2)n1
    3	-8	3.3	-9	-5	-7	-5	-2	11	-3
#60 Cc1ccccc1-n1nnnc1SCC(=O)NNC(=O)c1ccc(NC(=O)CC#N)cc1
    -6	-7	x	1	6	-33	x	x	x	x

The list goes on:
The line under a structure holds: PrPC TRFRET	PriA SSB inh	BoNT-A LC inh2	MazEF act	CCHFV vOTU inh	Rv3671c inh	SARS 3CLpro inh	BoNT F protease	VHR inh abs	Anthrax LF prot
#61 COc1cccc(C(=O)Nc2ccc(C(=O)NCC(C)C)cc2)c1
    -3	1	-0.7	-2	8	5	2	-4	6	0
#62 CSc1ncc(C(=O)O)c(C)n1
    -2	3	-0.6	-2	3	8	3	-8	25	-2
#63 COC(=O)C1=C(C)NC(C)=C(C(=O)OC)C1C(=O)OCc1nnc(-c2ccccc2)o1
    -4	-8	-1.5	0	-1	-11	x	u	x	0
#64 COc1cc2c(cc1OC)CN(C(=O)CSC1=NCCS1)CC2
    -2	x	0.8	3	-6	x	x	-3	x	0
#65 CC1(C(=O)N(Cc2ccccc2)Cc2ccccc2)CC1(Br)Br (configuration not stated)
    -4	-14	-0.1	1	-8	2	2	-4	18	-5
#66 CNC(=O)C[C@H]1C(=O)N(CCc2ccccc2)C[C@@H]1CSC
    -6	x	-0.9	5	-8	x	x	3	x	-2

Full records, looked up by structure. Screens in order: PrPC TRFRET | PriA SSB inh | BoNT-A LC inh2 | MazEF act | CCHFV vOTU inh | Rv3671c inh | SARS 3CLpro inh | BoNT F protease | VHR inh abs | Anthrax LF prot
COC(=O)C1=C(C)NC(C)=C(C(=O)OC)C1C(=O)OCc1nnc(-c2ccccc2)o1 in the list: -4 | -8 | -1.5 | 0 | -1 | -11 | x | u | x | 0
COc1cc2c(cc1OC)CN(C(=O)CSC1=NCCS1)CC2 in the list: -2 | x | 0.8 | 3 | -6 | x | x | -3 | x | 0
CC1(C(=O)N(Cc2ccccc2)Cc2ccccc2)CC1(Br)Br (configuration not stated) in the list: -4 | -14 | -0.1 | 1 | -8 | 2 | 2 | -4 | 18 | -5

Assay outcomes from PubChem BioAssay.

These rows are one share of the data. The share of hits here may be higher or lower than overall.
